# MrgX1 antagonist = human MrgX1 receptor antagonism, primary screen | MRGX1-HEK293 calcium flux, Fluo-4, BAM8-22 antagonism; stronger effect = lower value | 1.3% of 310,000 active | B-score at 10 µM;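 active means calcium-response B-score plate-corrected more than 3 library SD below zero, starting fluorescence within 5 deviations, no agonist response on first addition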;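 further: peak minus trough fluorescence over baseline after final BAM8-22 challenge near maximal dose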
# TMEM16A act = activators or potentiators of mouse TMEM16A chloride channel | HEK293 TMEM16A/YFP-H148Q/I152L, iodide quench fluorescence; stronger effect = lower value | B-score at 10 µM | 0.3% of 340,000 active | AID 623877;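 active means fluorescence-ratio B-score plate-corrected deviation score at least 3 library SD below zero, with starting fluorescence score within 5 deviations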;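 further: channel opened by trigger with iodide after compound preincubation; score built on the fluorescence ratio of max minus min over baseline; more negative score means more quench and so TMEM16A activation or potentiation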
# TRPC6 act = activators of mouse TRPC6 channel; Q61143; 0.13% of 310,000 active; B-score at 10 µM; HEK293-TRPC6 membrane potential dye fluorescence; stronger effect = higher value;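 active means B-score of the integrated fluorescence ratio above library mean plus 3 SD, and starting fluorescence ratio within library mean plus 5 SD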;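 further: higher score means more depolarization so channel activation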
# Target sequence (Q61143 whole entry, looked up): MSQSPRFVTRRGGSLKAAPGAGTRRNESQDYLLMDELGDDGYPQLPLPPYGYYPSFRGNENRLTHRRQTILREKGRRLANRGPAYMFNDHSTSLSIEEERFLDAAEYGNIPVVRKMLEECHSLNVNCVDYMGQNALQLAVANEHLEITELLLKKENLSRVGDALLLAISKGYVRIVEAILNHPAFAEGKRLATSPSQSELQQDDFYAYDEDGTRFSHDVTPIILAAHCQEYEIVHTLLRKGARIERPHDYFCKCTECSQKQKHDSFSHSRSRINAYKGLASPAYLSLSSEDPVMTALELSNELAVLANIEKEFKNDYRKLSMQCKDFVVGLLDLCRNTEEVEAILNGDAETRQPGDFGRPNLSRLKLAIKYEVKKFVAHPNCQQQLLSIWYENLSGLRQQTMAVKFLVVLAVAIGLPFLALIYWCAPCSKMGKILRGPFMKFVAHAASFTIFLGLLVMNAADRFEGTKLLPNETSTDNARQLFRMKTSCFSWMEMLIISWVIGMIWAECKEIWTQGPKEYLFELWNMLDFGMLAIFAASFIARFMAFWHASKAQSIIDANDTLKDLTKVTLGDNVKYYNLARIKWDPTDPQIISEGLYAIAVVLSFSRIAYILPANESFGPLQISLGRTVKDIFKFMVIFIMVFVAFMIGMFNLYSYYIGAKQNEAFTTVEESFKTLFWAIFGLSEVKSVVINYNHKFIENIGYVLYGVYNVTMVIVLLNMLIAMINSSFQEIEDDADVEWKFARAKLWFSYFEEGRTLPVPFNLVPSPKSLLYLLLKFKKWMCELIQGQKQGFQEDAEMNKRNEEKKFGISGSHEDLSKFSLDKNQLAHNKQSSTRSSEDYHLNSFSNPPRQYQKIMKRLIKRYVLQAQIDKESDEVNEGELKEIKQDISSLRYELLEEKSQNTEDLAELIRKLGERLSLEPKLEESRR
# MrgX1 agonist = human MrgX1 receptor agonism, primary screen; B-score at 10 µM; MrgX1-HEK293 cells, Fluo-4 calcium fluorescence, agonist mode; stronger effect = higher value; 0.44% of 310,000 active; Q96LB2;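 active means calcium response B-score plate-corrected fluorescence ratio at least 3 library SD, with starting fluorescence B-score inside 5 SD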
#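 Assay system: stable human MrgX1 HEK293 cell line. Quantity: 15,000 cells per well. Schedule: cells plated overnight, dye loaded 0.5 h 37 °C, 0.5 h room temperature. Detection: Fluo-4 NW calcium-flux fluorescence, kinetic read. Read-out basis: peak-minus-minimum fluorescence over baseline, converted to B scores. Control set: positive and negative control wells on each plate.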
# MrgX1 allo act = allosterically activates human MrgX1 receptor signaling; Q96LB2; MrgX1-HEK293, Fluo-4 calcium flux, FDSS; stronger effect = higher value; B-score at 10 µM; 0.63% of 310,000 active; AID 588675;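 active means plate-corrected calcium response at least 3 library SD above typical, normal starting fluorescence, not activating the receptor alone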;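 further: compound read alongside a low EC10 to EC30 dose of BAM8-22 agonist; peak minus trough fluorescence over baseline measured at the second addition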
# TRPC4 inh = blocks the mouse TRPC4 cation channel. HEK293 TRPC4beta/mu-opioid, DAMGO-evoked Fluo4 calcium flux; stronger effect = lower value. AID 2247. 0.39% of 300,000 active. B-score at 10 µM;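 active means B-score over 3 SD under the library average, no early fluorescence shift, positive overall ratio signal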
#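 material = TRPC4beta/mu-opioid receptor HEK293 cell line | probe or stimulus = sequential submaximal and maximal DAMGO stimulation | compound dosing = one concentration per compound | measured by = Fluo4 Ca2+ flux fluorescence | evaluation = integrated fluorescence ratio relative to baseline, converted to per-well B score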
# TRPC4 agonist = TRPC4 (mouse) channel activation; Q9QUQ5; HEK293 TRPC4beta/mu-opioid, Fluo4 calcium fluorescence; stronger effect = higher value; B-score at 10 µM; 0.49% of 310,000 active;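 active means B-score above 5 SD of library B-scores, and initial fluorescence ratio not above library mean plus 5 SD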;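 further: positive B-score marks a calcium rise read as TRPC4 activation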
#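 Incubation: 45 min room-temperature Fluo4 loading, 110 s read / System: HEK293 cells stably co-expressing mouse TRPC4beta and mu-opioid receptor / Signal: Fluo4 fluorescence, kinetic / Control set: buffer (low) and maximal DAMGO (high) / Measure: integrated baseline-normalised fluorescence ratio, converted to per-well B score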
# ANO1 block = blocks the mouse calcium-activated chloride channel TMEM16A; Q8BHY3; HEK293 TMEM16A/YFP iodide influx fluorescence, ionomycin; normalized B-score (activity score, 25-100; higher = stronger inhibition) at 10 µM; 1.2% of 310,000 active;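 active means ratio plate-corrected score three or more library SD toward inhibition, starting fluorescence score within five deviations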;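 further: score derived from kinetic fluorescence span divided by baseline fluorescence per well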
# TRPC6 inhibitor = blocks the mouse TRPC6 cation channel; HEK293-TRPC6, membrane potential dye, ACh-evoked depolarization; stronger effect = lower value; B-score at 10 µM; 1.1% of 310,000 active;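 active means B-score under library mean minus 3 SD, initial fluorescence not abnormally high, positive integrated signal ratio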;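 further: B-score derived from integrated fluorescence ratio over the kinetic read; more negative B-score means stronger inhibition of depolarization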
# TRPC4 potent = allosteric potentiators of mouse TRPC4 channel. B-score at 10 µM. AID 2227. HEK293 TRPC4beta/mu-opioid, DAMGO EC20, Fluo-4 Ca2+ flux; stronger effect = higher value. 0.42% of 310,000 active. Q9QUQ5;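 active means B-score of calcium response area above 5 SD of library B-scores, with initial fluorescence ratio within 5 SD of library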;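 further: B-score of integrated fluorescence ratio over time as area under calcium response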
# RGS4 block = inhibitors of human RGS4 | HEK293 M3R/RGS4 inducible, Fluo-4 calcium flux; stronger effect = higher value; triggered by carbachol at its EC20 | B-score at 10 µM | 0.45% of 310,000 active | AID 463165;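 active means B-score, a plate-corrected calcium signal, over three deviations above library mean, with baseline fluorescence within five deviations of library mean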;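 further: RGS4 expression induced by doxycycline in cells with stable M3 receptor; B-score is computed from the integrated fluorescence ratio over baseline after carbachol; higher B-score means a larger calcium signal and so more RGS4 inhibition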
# Target sequence (P49798 whole entry, looked up): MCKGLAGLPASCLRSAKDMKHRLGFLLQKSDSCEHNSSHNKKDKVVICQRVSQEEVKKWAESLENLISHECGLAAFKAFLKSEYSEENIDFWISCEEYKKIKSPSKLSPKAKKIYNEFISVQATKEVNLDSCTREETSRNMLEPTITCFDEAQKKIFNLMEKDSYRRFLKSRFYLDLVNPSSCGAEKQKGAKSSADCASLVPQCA
# Starred values were filed as active, the others as inactive; i = inactive; . = no result given. This is a random part of the collection; any-hit rate near 5.8%.
# Every second line gives: MrgX1 agonist | TRPC6 act | TMEM16A act | MrgX1 allo act | TRPC4 inh | TRPC4 agonist | MrgX1 antagonist | TRPC4 potent | RGS4 block | ANO1 block | TRPC6 inhibitor
- O=c1[nH]c(=O)n(C2CCCO2)cc1F (stereo not given)
  i | i | i | i | i | i | i | i | i | i | i
- CCOC(=O)N1CCC(n2c(=S)[nH]c3ccccc3c2=O)CC1
  i | i | i | i | i | i | i | i | i | i | i
- CCCOc1ccccc1C1CC(=O)Nc2cc3c(cc21)OCO3 (stereo not given)
  i | i | i | i | i | i | i | 14* | i | 25* | i
- O=C(N/N=C/c1cccnc1)/C(=C\c1cccs1)NC(=O)c1ccccc1
  i | i | i | i | i | i | i | i | i | i | i
- O=C(Nc1ccc(F)c(Cl)c1)c1ccc2c(=O)n3c(nc2c1)CCCCC3
  i | i | i | i | i | i | i | i | i | i | i
- Cc1ccc(-n2c(=O)c3c4c(sc3n3c(C)nnc23)COC(C(C)C)C4)cc1 (stereo not given)
  i | i | i | i | i | i | i | i | i | i | i
- Cc1cccc(NC(=O)CCN2C(=O)c3ccccc3S2(=O)=O)c1C
  i | i | i | i | i | i | i | i | i | i | i
- N#CC1(C#N)[C@@H](C(=O)C23CC4CC(CC(C4)C2)C3)C12CCOCC2
  i | i | i | i | i | i | -6.6* | i | i | i | i
- COc1cc(N=Cc2c(O)c3ccccc3oc2=O)c(OC)cc1Cl
  i | i | i | i | i | i | i | i | i | i | i
- Cc1cccnc1NC(=O)c1ccc([N+](=O)[O-])o1
  i | i | i | i | i | i | i | i | i | i | i
- COc1ccc(Cn2nnnc2C(c2cc3cc(C)cc(C)c3[nH]c2=O)N2CCOCC2)cc1 (stereo not given)
  i | i | i | i | i | i | i | i | i | i | i
- COc1ccc(NC(=O)Cc2c(O)c3ccccc3[nH]c2=O)cc1
  i | i | i | i | i | i | i | i | i | i | i
- COc1ccc(/C=C(\NC(=O)c2ccccc2)C(=O)NC2CCS(=O)(=O)C2)cc1 (stereo not given)
  i | i | i | i | i | i | i | i | i | i | i
- O=C(NCC1CCCO1)C(c1ccccn1)N(Cc1ccccc1Cl)C(=O)CN1C(=O)c2ccccc2S1(=O)=O (stereo not given)
  i | i | i | i | i | i | i | i | i | i | i
- COC(=O)C1(C(=O)OC)NOC2C(=O)N(c3ccc(Cl)cc3Cl)C(=O)C21 (stereo not given)
  i | i | i | i | i | i | i | i | i | i | i
- CCN(CC)S(=O)(=O)c1ccc(-c2cc(C(=O)OC)sc2C(F)(F)F)cc1
  i | i | i | i | i | i | i | i | i | i | i
- CCOC(=O)/C(C#N)=N/Nc1c(S(=O)(=O)Cc2ccco2)csc1C(=O)OC
  i | i | i | i | i | i | i | i | i | i | i
- Cc1ccc(-c2cn(CCN)c(-c3ccc(Cl)nc3)n2)cc1
  i | . | i | i | . | . | i | . | . | i | .
- Cc1ccc(C(=O)NCCC(=O)Nc2ccccc2C)cc1
  i | i | i | i | i | i | i | i | i | i | i
- COC(=O)c1cc(S(=O)(=O)NCc2ccccc2)cn1C
  i | i | i | i | i | i | i | i | i | i | i
- CCN(CC)S(=O)(=O)c1ccc(OC)c(NC(=O)c2cc3c(=O)n4ccccc4nc3s2)c1
  i | i | i | i | i | i | i | i | i | i | i
- C=C(C)c1cccc(C(C)(C)NC(=O)N2CC(C)OC(C)C2)c1 (stereo not given)
  i | i | i | i | i | i | i | i | i | i | i
- O=C(Nc1cnc2ccccc2c1)c1ccncc1
  i | i | i | i | i | i | i | i | i | i | i
- COc1ccc(S(=O)(=O)N2CN3CCN(C3)C2)cc1
  i | i | i | i | i | i | i | i | i | i | i
- CCCCCCCNC(=O)C1(CC2CC(c3cccc(Br)c3)=NO2)CCNCC1 (stereo not given)
  i | i | i | i | i | i | i | i | i | i | i
- COc1ccc(NC(=O)Cn2c(=O)oc3cc(S(=O)(=O)N4CCCC4)ccc32)cc1
  i | i | i | i | i | i | i | i | i | i | i
- Cc1nn(CC(=O)N2c3ccccc3NC(=O)C2(C)C)c(C)c1[N+](=O)[O-]
  i | i | i | i | i | i | i | i | i | i | i
- COc1ccc(-c2oc3ccc(N4CCOCC4)cc3c2C#CCO)cc1
  i | i | i | i | i | i | i | i | i | i | i
- COc1ccc(CCNC(=S)Nc2ccccc2C)cc1
  i | i | i | i | i | i | i | i | i | i | i
- CC1CCCCC1NC(=O)c1ccc(NC2=NC3CS(=O)(=O)CC3S2)cc1 (stereo not given)
  i | i | i | i | i | i | i | i | i | i | i
- COc1ccc(NC(=O)C(CCSC)N2C(=O)c3ccccc3C2=O)cc1 (stereo not given)
  i | i | i | i | i | i | i | i | i | i | i
- COc1ccccc1NS(=O)(=O)c1ccc(O)c(NC(=S)NCC2CCCO2)c1 (stereo not given)
  i | i | i | i | i | i | i | i | i | i | i
- O=C1OC(c2ccccc2)=C/C1=C/N1CCOCC1
  i | i | i | i | i | i | i | i | i | i | i
- Cc1nc2n(n1)C(c1ccccc1)C1=C(CC(c3ccco3)CC1=O)N2 (stereo not given)
  i | i | i | i | i | i | -7.9* | i | i | i | i
- CC(C)CCn1c(Br)nc2c1c(=O)n(CC(N)=O)c(=O)n2C
  i | i | i | i | i | i | i | i | i | i | i
- NS(=O)(=O)c1ccc(CCNC(=O)c2cc(-c3cccs3)nc3ccccc23)cc1
  . | i | i | . | i | i | . | i | i | . | i
- O=C(/C=C/c1ccco1)N1CCN(c2ccc(F)cc2)CC1
  i | i | i | i | i | i | i | i | i | i | i
- Clc1cccc(-c2ccc(/C=N/n3cnnc3)o2)c1
  i | i | i | i | i | i | i | i | i | i | i
- COc1ccc(N(C(=O)c2ccco2)C(C(=O)NC2CCCC2)c2ccco2)cc1OC (stereo not given)
  i | i | i | i | i | i | i | i | i | i | i
- CC(C)=C1C2CCC1C1C(=O)N(NC(=O)COc3ccc(C(C)(C)C)cc3)C(=O)C21 (stereo not given)
  i | i | i | i | i | i | i | i | i | i | i
- O=C(N=c1ccn(-c2nc3ccccc3nc2NS(=O)(=O)c2ccccc2)cc1)c1cccs1
  i | i | i | i | i | i | i | i | i | i | i
- CCCN(CC1CC1)S(=O)(=O)c1ccc(S(N)(=O)=O)cc1
  i | i | i | i | i | i | i | i | i | i | i
- CCOC(=O)CSc1nc(Nc2ccc3c(c2)OCO3)c2ccccc2n1
  i | i | i | i | i | i | i | i | i | i | i
- CN(C)c1ccc(S(=O)(=O)N2CCCCC2)cc1NC(=O)C1=NN(c2ccccc2)C(=O)CC1
  i | i | i | i | i | i | i | i | i | i | i
- N/C(=N\OC(=O)CC1CCCCC1)c1ccc([N+](=O)[O-])cc1
  i | i | i | i | i | i | i | i | i | i | i
- Nc1nc2nccc(-c3ccco3)n2n1
  i | i | i | i | i | i | i | i | i | i | i
- Cc1cn(C2OC(COC(=O)c3ccccc3)C(O)C2Cl)c(=O)[nH]c1=O (stereo not given)
  i | i | i | i | i | i | i | i | i | i | i
- CC(=O)Nc1ccc(NC(=O)C2CCCN2C(=O)Nc2cccc(F)c2)cc1 (stereo not given)
  i | i | i | i | i | i | i | i | i | i | i
- CSc1nnc(-c2cccn(Cc3cccc(Cl)c3)c2=O)o1
  i | i | i | i | i | i | i | i | i | i | i
- CN(C)c1cccc(C(=O)N2CCCC(CCC(=O)NCc3ccccc3F)C2)c1 (stereo not given)
  i | i | i | i | i | i | i | i | i | i | i
- COc1ccccc1C(C)Nc1nc(-c2cccnc2)nc2ccccc12 (stereo not given)
  i | i | i | i | i | i | i | i | i | i | i
- COc1ccc(Cl)cc1NC(=O)NN1CCN(C)CC1
  i | i | i | i | i | i | i | i | i | i | i
- Cc1cc(NC(=O)CSc2nc3cc(C)c(C)cc3cc2C)no1
  i | i | i | i | i | i | i | i | i | i | i
- O=C(O)CNc1ccccc1C(=O)O
  i | i | i | i | i | i | i | i | i | i | i
- CC(C)(/C=N/O)/[N+]([O-])=C/c1ccccc1
  i | i | i | i | i | i | i | i | i | i | i
- CN(CCOc1ccccc1)CC(=O)Nc1cc([N+](=O)[O-])ccc1Cl
  i | i | i | i | i | i | i | i | i | i | i
- CCOc1ccc(C2=NNC(c3cccs3)=Nc3ccc(OC)cc32)cc1
  i | i | i | i | i | i | i | i | i | i | i
- COc1cccc(CNC(=O)c2ccc(OC)c(S(=O)(=O)NC3CCCC3)c2)c1
  i | i | i | i | i | i | i | i | i | i | i
- O=C(NCC(=O)N1CCC2(CC1)NCCc1[nH]cnc12)c1ccc(F)cc1
  i | i | i | i | i | i | i | i | i | i | i
- CC(/C=N/Nc1nc2ccccc2[nH]1)=C\c1ccccc1
  i | i | i | i | i | i | i | i | i | i | i

# Remaining list, next part
# Every second line gives: MrgX1 agonist | TRPC6 act | TMEM16A act | MrgX1 allo act | TRPC4 inh | TRPC4 agonist | MrgX1 antagonist | TRPC4 potent | RGS4 block | ANO1 block | TRPC6 inhibitor
- O=C(OCc1cnc(Cl)s1)c1ccccc1Cl
  i | i | i | i | i | i | i | i | i | i | i
- CC(=O)Nc1ccc(C(=O)NCC2(N3CCCCC3)CCCCC2)cc1
  i | i | i | i | i | i | i | i | i | i | i
- O=C(Nc1ccc(S(=O)(=O)N2CCCC2)cc1)C1CCCN1C(=O)c1cccs1 (stereo not given)
  i | i | i | i | i | i | i | i | i | i | i
- COc1ccc(N2CCN(C(=O)CSc3nc4c(c(=O)n(C)c(=O)n4C)n3C(C)C)CC2)cc1
  i | i | i | i | i | i | i | i | i | i | i
- COc1cc(/C=C/C(=O)OCC(=O)NC2CCS(=O)(=O)C2)ccc1O (stereo not given)
  i | i | i | i | i | i | i | i | i | i | i
- Cc1cc(-c2nnc(SCC(=O)c3ccc(Cl)cc3)o2)no1
  i | i | i | i | i | i | i | i | i | i | i
- Cc1sc2nc3n(c(=O)c2c1C)NC(=O)CC3
  i | i | i | i | i | i | i | i | i | i | i
- CCN(CC)S(=O)(=O)c1ccc(Oc2ccc(S(=O)(=O)N(CC)CC)cc2)cc1
  i | i | i | i | i | i | i | i | i | 100* | i
